Bioassay records (PubChem)
IL1B NFkB inh = blocks IL-1B driven NFkB nuclear translocation in HUVEC cells; HUVEC IL-1B NFkB p65 nuclear translocation imaging; 0.43% of 94,000 active; AID 796; inhibition, % at 2 µM;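 active means inhibition above about 30% together with a positive call from visual inspection of the well image, limit read from the data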;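 further: nuclear over cytoplasmic p65 intensity ratio measured by imaging; 0% = IL-1B stimulated DMSO wells and 100% = unstimulated DMSO wells; values of inactives mirror those of a sister screen read the other way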
MRP resist rev = MRP-mediated drug resistance reversal; 0.04% of 85,000 active; H69AR cells + 2 uM doxorubicin, CellTiter-Glo, 72 h; differential viability (reversal), % at 10 µM;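 active means viability drop by adding the cancer drug above about 55%, with treated viability meeting a 40% cutoff, limit read from the data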;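 further: viability without doxorubicin minus viability with 2 µM doxorubicin for each compound; larger differential means the compound sensitizes cells more to doxorubicin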
PLAP inhibition = PLAP enzyme inhibitors, biochemical, luminescence, HTS (AID 690). 0.08% of 96,000 active. one-dose inhibition, % at 20 µM; IC50 in µM for titrated hits. purified PLAP, luminescent substrate; higher % means a stronger effect; in the data active means a potency from the dose series; inactive means the rest, 99 in 100 with inhibition below about 30%; further: strong numbers were not always called active
IL1B NFkB pot = enhances IL-1B driven NFkB nuclear translocation; HUVEC IL-1B NFkB p65 nuclear translocation imaging; activation, % at 2 µM; 0.3% of 94,000 active;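 active means activation above 40%, about the mean plus 3 SD, also judged a hit on visual image review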;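 further: percent activation is computed from the nuclear over cytoplasmic p65 intensity ratio; values of inactives mirror those of a sister screen read the other way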
Bcl-B TR3 displacers = displacers of TR3 peptide from Bcl-B, primary screen, selectivity assay for Bfl-1 inhibitor project, biochemical, fluorescence polarization; FP displacement of FITC-TR3 peptide from Bcl-B; higher % means a stronger effect; displacement, % at 20 µM; hits with a dose series show IC50 in µM; 0.11% of 96,000 active;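 active means displacement above 50% at 20 µM plus a fluorescence interference ratio under 1.5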;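 further: plate controls were wells without compound for no effect and wells lacking Bcl-B protein for full effect; a part of the inactive calls stands beside numbers as strong as those of hits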
MRP resist rev cytotoxicity = further read-out of MRP resist rev, marked with its call; viability, %; H69AR cells, CellTiter-Glo, 72 h; measured here: cytotoxicity without doxorubicin
MRP resist rev with doxorubicin = recorded beside MRP resist rev, whose call it bears; viability, %; measured here: viability with 2 uM doxorubicin; stronger effect = lower value
IL1B NFkB inh cell count 2 µM = also measured in IL1B NFkB inh; calls as there; cell count; measured here: cells passing quality filter;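 raw number of nuclei counted in each imaged well without normalization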
IL1B NFkB pot cell count 2 µM = further read-out of IL1B NFkB pot, marked with its call; cell count; measured here: cells passing quality filter
An asterisk follows results filed as active; . = not tested or not shown. Only part of the results is shown; the hit share may differ from the screen's.

SMILES | IL1B NFkB inh | IL1B NFkB inh cell count 2 µM | MRP resist rev | MRP resist rev cytotoxicity | MRP resist rev with doxorubicin | PLAP inhibition | IL1B NFkB pot | IL1B NFkB pot cell count 2 µM | Bcl-B TR3 displacers
COc1cccc(-c2nc(-c3ccc(NC(=O)c4ccncc4)cc3)no2)c1 | -11 | 136 | 12 | 92 | 80 | -3% | 11 | 136 | 6%
CCn1c(N)c(C(=O)NC2CCCCC2)sc1=S | -9 | 136 | -2 | 94 | 96 | . | 9 | 136 | .
Cc1nnc(NC(=O)c2ccco2)s1 | -13 | 82 | 0 | 97 | 97 | 9% | 13 | 82 | 2%
CCCNC(=S)N1CCC(NC(=O)C2CCCCC2)CC1 | 7 | 194 | 11 | 98 | 87 | -6% | -7 | 194 | 14%
Cc1c(N2C(=O)C(C)SC23C(=O)Nc2ccccc23)c(=O)n(-c2ccccc2)n1C (configuration not stated) | -10 | 181 | . | . | . | -21% | 10 | 181 | 0%
CC1CCc2cc(F)ccc2N1C(=O)CN1C(=O)c2ccccc2C1=O (configuration not stated) | -18 | 107 | 4 | 93 | 89 | 5% | 18 | 107 | -2%
O=C(Nc1cc(C(F)(F)F)ccc1N1CCOCC1)c1cccs1 | -13 | 74 | 13 | 88 | 75 | 20% | 13 | 74 | -5%
O=C(CSc1ccc(Cl)cc1)NC1CCCC1 | -3 | 125 | . | . | . | 22% | 3 | 125 | -6%
COC(=O)/C(=C\Nc1ccc(Cl)cc1Cl)NC(=O)c1ccccc1 | -19 | 45 | 8 | 70 | 62 | -3% | 19 | 45 | -2%
CCCC(c1nnnn1C1CCCCC1)N1CCN(c2ncccn2)CC1 (configuration not stated) | 4 | 133 | 14 | 93 | 80 | -49% | -4 | 133 | 3%
CCOC(=O)c1cc2ccc(OC)cc2oc1=O | -2 | 169 | -2 | 107 | 109 | 13% | 2 | 169 | -3%
COc1cccc(N2CCN(C(=O)c3cccnc3)CC2)c1 | . | . | . | . | . | -11% | . | . | -8%
CCCn1c(C)cc(/C=C(\C#N)C(=O)OCC(=O)NC(=O)NCC)c1C | -21 | 184 | 14 | 100 | 85 | 2% | 21 | 184 | -4%
O=C1c2[nH]nc(-c3ccccc3O)c2C(c2ccccc2)N1Cc1ccco1 (configuration not stated) | 3 | 74 | . | . | . | -45% | -3 | 74 | 3%
O=C(C1CCCN(S(=O)(=O)c2ccccc2)C1)N1CCCc2ccccc21 (configuration not stated) | -22 | 109 | 3 | 84 | 82 | . | 22 | 109 | .
CCOc1ccccc1N1CC(C(=O)N2CCc3ccccc3C2)CC1=O (configuration not stated) | 24 | 130 | -17 | 83 | 99 | -30% | -24 | 130 | 9%
COc1ccc2c(c1)c(=O)cc(-c1ccccc1)n2C | -3 | 101 | -5 | 55 | 60 | . | 3 | 101 | .
Cc1ccc2c(c1)N(CC(=O)N1CCN(c3nc4ccccc4s3)CC1)C(=O)C(C)O2 (configuration not stated) | -4 | 80 | -14 | 52 | 66 | -61% | 4 | 80 | -6%
COc1cccc2cc3c(=O)oc4ccccc4c3nc12 | . | . | . | . | . | -2% | . | . | 3%
CC(C)NC(=O)c1ccc2c(=O)n(C3CCCC3)c(=S)[nH]c2c1 | 10 | 123 | 5 | 100 | 95 | -2% | -11 | 123 | -1%

Record cards, from the list above. Values in the order: IL1B NFkB inh, IL1B NFkB inh cell count 2 µM, MRP resist rev, MRP resist rev cytotoxicity, MRP resist rev with doxorubicin, PLAP inhibition, IL1B NFkB pot, IL1B NFkB pot cell count 2 µM, Bcl-B TR3 displacers
Entry for COc1cccc2cc3c(=O)oc4ccccc4c3nc12 → ., ., ., ., ., -2%, ., ., 3%
Entry for CC1CCc2cc(F)ccc2N1C(=O)CN1C(=O)c2ccccc2C1=O (configuration not stated) → -18, 107, 4, 93, 89, 5%, 18, 107, -2%

Remaining list, next part:
SMILES | IL1B NFkB inh | IL1B NFkB inh cell count 2 µM | MRP resist rev | MRP resist rev cytotoxicity | MRP resist rev with doxorubicin | PLAP inhibition | IL1B NFkB pot | IL1B NFkB pot cell count 2 µM | Bcl-B TR3 displacers
CCCOC(=O)Nc1ccc(C(N)=O)cc1 | -7 | 186 | 10 | 92 | 82 | 7% | 7 | 186 | -4%
CCOc1ccc(NC(=O)CN2CCN(CC(=O)Nc3ccc4c(c3)OCO4)CC2)cc1 | -26 | 124 | . | . | . | 10% | 26 | 124 | -6%
CCOC(=O)c1[nH]c2ccc(Cl)cc2c1NC(=O)c1nonc1C | -14 | 177 | 12 | 68 | 56 | 10% | 14 | 177 | -5%
Nc1c(C(=O)NCc2ccccc2)c2nc3ccccc3nc2n1-c1ccc2c(c1)OCO2 | 8 | 191 | . | . | . | -58% | -9 | 191 | 0%
COc1ccc(COCC(O)CN2CCOCC2)cc1OC (configuration not stated) | -2 | 113 | -6 | 100 | 105 | 6% | 2 | 113 | 0%
Cc1ccc(-c2nnn(CC(=O)Nc3ccc(S(=O)(=O)N4CCC(C)CC4)cc3)n2)cc1 | 4 | 135 | -8 | 21 | 30 | 3% | -3 | 135 | 25%
COc1ccc(C2C(C#N)=C(N)Oc3n[nH]c(C)c32)cc1CN1CCN(c2ccc(F)cc2)CC1 (configuration not stated) | -3 | 117 | . | . | . | -40% | 3 | 117 | -4%
O=C(CSCCO)Nc1cccc(C(F)(F)F)c1 | -9 | 139 | -3 | 93 | 96 | 1% | 9 | 139 | -5%
Cc1noc(C)c1S(=O)(=O)N(CC(=O)O)c1ccc2c(c1)OCO2 | -10 | 134 | -2 | 97 | 98 | 6% | 10 | 134 | 13%
CN(C)S(=O)(=O)N1CCc2ccccc2C1 | -4 | 122 | 6 | 101 | 95 | 14% | 4 | 122 | 4%
O=C(CCSCCC(=O)NCCN1CCOCC1)NCCN1CCOCC1 | -9 | 145 | 11 | 102 | 91 | -43% | 9 | 145 | 1%
COc1ccc(NCc2nnc(SCC(=O)N3CCCc4ccccc43)n2C)cc1 | . | . | 7 | 89 | 82 | 7% | . | . | -18%
CCOC(=O)CNC(=O)CSc1ncnc2c1nnn2-c1ccc(F)cc1 | -16 | 156 | 11 | 96 | 85 | . | 15 | 156 | .
CCOC(=O)c1ccc(NC(=O)Cn2nnc3ccccc32)cc1 | -7 | 112 | -6 | 89 | 95 | 15% | 7 | 112 | 4%
COc1ccc(-n2cnc3cc(NCc4ccco4)ccc32)cc1 | -23 | 186 | 3 | 88 | 84 | -3% | 23 | 186 | -6%
COc1ccc(-c2[nH]ncc2Oc2ccccc2OC)c(O)c1 | 3 | 135 | -20 | 39 | 58 | -146% | -3 | 135 | -3%
CC(=O)N1CCc2cc(S(=O)(=O)Nc3cccc(C(F)(F)F)c3)ccc21 | -20 | 145 | -14 | 83 | 97 | -62% | 20 | 145 | -3%
CCc1ccc2nc(NC3=NCN(CCN4CCOCC4)CN3)nc(C)c2c1 | . | . | -18 | 76 | 94 | -4% | . | . | -1%
O=C(Cn1ncc2c(=O)oc3ccccc3c21)N1CCC(N2CCCCC2)CC1 | . | . | 2 | 93 | 92 | -20% | . | . | 3%
O=C(Nc1nc2ccccc2n1CCN1CCCCC1)C1CCCCC1 | -6 | 80 | -36 | 31 | 67 | -64% | 6 | 80 | -6%
Cc1sc(NC(=O)CN2CCN(c3ccccn3)CC2)c(C#N)c1C | -9 | 85 | . | . | . | . | 9 | 85 | .
CCOC(=O)c1c(NC(=S)Nc2ccc(F)cc2)sc2c1CCC2 | -14 | 180 | . | . | . | 15% | 14 | 180 | -14%
COc1ccccc1Oc1ccc2c(c1)C(=O)N(c1cccc(O)c1)C2=O | -11 | 100 | 9 | 99 | 90 | 0% | 11 | 100 | -7%
N#CCCSc1nc(N2CCOCC2)c2c(c1C#N)CCCC2 | -6 | 112 | -9 | 38 | 47 | -58% | 6 | 112 | -2%
Cc1ccc2c(c1)c1c3n2CCN=C3CCC1 | . | . | 8 | 92 | 84 | 8% | . | . | 0%
CCOC(=O)c1nnn(CC(=O)Nc2cccc(OC)c2)c1C(=O)OCC | 0 | 184 | -6 | 90 | 96 | -20% | 0 | 184 | -10%
Cc1ccc(C(=O)C[n+]2cc(-c3ccccc3)n3c2CCCCC3)cc1 | -5 | 98 | . | . | . | 6% | 5 | 98 | -6%
CS(=O)(=O)NCCSCc1ccccc1 | -8 | 114 | -3 | 90 | 93 | 20% | 8 | 114 | -10%
Cc1cccc(N(CC(=O)Nc2c(C)n(C)n(-c3ccccc3)c2=O)S(C)(=O)=O)c1 | 9 | 124 | . | . | . | -26% | -9 | 124 | 3%
CCCCCCc1nc2ccccc2c(=O)n1NC(=O)c1c(O)c2c(n(CC(C)C)c1=O)CCCC2 | -12 | 157 | -15 | 62 | 77 | 0% | 12 | 157 | -14%
S=C(Nc1ccc(Cl)c(Cl)c1)NC1CCCCC1 | 7 | 144 | . | . | . | -10% | -7 | 144 | 0%
NC(Cc1ccc2nonc2c1)C(=O)O (configuration not stated) | 6 | 136 | -3 | 105 | 108 | -10% | -6 | 136 | 1%
Cc1nc2ccccn2c1C(=O)N/N=C/c1ccccc1[N+](=O)[O-] | 12 | 72 | . | . | . | -30% | -12 | 72 | 0%
CCOC(=O)CSc1nc(N)c2c3c(sc2n1)CCCC3 | -5 | 69 | 10 | 89 | 79 | 0% | 5 | 69 | -10%
N#CC1=C(O)CCCn2c1nc1ccccc1c2=O | 9 | 44 | 12 | 96 | 84 | 1% | -9 | 44 | -1%
CCOc1ccc(C2CC(c3cccc(OC)c3)n3nc(N)nc3N2)cc1 (configuration not stated) | . | . | 25 | 102 | 77 | -35% | . | . | 0%
CCOC(=O)Cn1nc(CC)c2ccccc2c1=O | -17 | 78 | 3 | 93 | 91 | -29% | 17 | 78 | -15%
CC(C)CNC(=O)c1ccccc1NC(=O)CSCc1ccccc1 | 12 | 188 | -5 | 50 | 55 | 0% | -12 | 188 | -2%
C=CCn1c(C(C)NC(=O)c2ccccc2)n[nH]c1=S (configuration not stated) | -4 | 190 | . | . | . | 5% | 4 | 190 | -5%
CNC(=S)NNC(=O)c1cccn(Cc2cccc(Cl)c2)c1=O | -4 | 179 | . | . | . | -62% | 4 | 179 | 2%
COc1ccc(C(=O)/C=C/Nc2ccc(NC(C)=O)cc2)cc1OC | -12 | 139 | . | . | . | 10% | 12 | 139 | -7%
COc1ccc(S(N)(=O)=O)cc1C(=O)NCCCN1CCN(c2cccc(Cl)c2)CC1 | -2 | 176 | . | . | . | -22% | 2 | 176 | -12%
CCOc1cccc(-c2cc(=O)[nH][nH]2)c1 | 2 | 75 | 2 | 89 | 86 | . | -2 | 75 | .
O=C(COC(=O)CCc1nc2ccccc2s1)Nc1cccc(S(=O)(=O)N2CCOCC2)c1 | -6 | 164 | 14 | 99 | 85 | -44% | 6 | 164 | 4%
C=CCNC(=O)c1ccc(-c2nc(-c3ccc(Cl)c(Cl)c3)cs2)cc1 | -4 | 125 | . | . | . | 14% | 4 | 125 | 3%
COC(=O)c1sccc1NC(=O)c1sccc1C | 16 | 9 | 14 | 94 | 80 | . | -16 | 9 | .
CC(C)c1ccc(N=c2c([N+](=O)[O-])nn(-c3ccc4c(c3)OCCO4)n2O)cc1 | -4 | 129 | . | . | . | -3% | 4 | 129 | -1%
O=c1[nH]c(-c2cccnc2)nc2ccccc12 | 16 | 89 | 12 | 93 | 81 | 3% | -16 | 89 | -2%
Cc1ccc(-c2nn(CCC(=O)O)cc2CCC(=O)O)cc1 | -9 | 185 | 7 | 94 | 87 | 5% | 9 | 185 | -7%
C=CCN1C(=O)/C(=C2/Sc3ccccc3N2C)SC1=Nc1ccccc1C | -20 | 70 | 14 | 71 | 57 | 15% | 20 | 70 | -13%
COC(=O)CN(C#N)c1nc(SC)nc(N(C)C)n1 | . | . | 4 | 90 | 86 | -22% | . | . | -12%
CN(C)C(=O)CN1C(=O)C2CC=C(Cl)CC2C1=O (configuration not stated) | -10 | 100 | -2 | 99 | 101 | -8% | 10 | 100 | 4%
COC(=O)c1nn(-c2ccccc2)c(=O)cc1Oc1ccccc1 | -2 | 203 | . | . | . | -1% | 2 | 203 | -4%

Some of these compounds in order of the Bcl-B TR3 displacers value, lowest first:
Compound | PLAP inhibition | IL1B NFkB pot | IL1B NFkB pot cell count 2 µM | Bcl-B TR3 displacers
COC(=O)CN(C#N)c1nc(SC)nc(N(C)C)n1 | -22% | . | . | -12%
COC(=O)c1nn(-c2ccccc2)c(=O)cc1Oc1ccccc1 | -1% | 2 | 203 | -4%
O=C(COC(=O)CCc1nc2ccccc2s1)Nc1cccc(S(=O)(=O)N2CCOCC2)c1 | -44% | 6 | 164 | 4%
